# Source: PubChem
# Mdm2-MdmX inh = inhibitors of human Mdm2/MdmX interaction. O15151+Q00987. SaOS-2 split-luciferase Mdm2/MdmX complementation, luminescence. inhibition, % at 8 µM. 330,000 tested, 3% active;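 active = inhibition of at least 50% at 8 µM in the primary screen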
# Target sequence (O15151 whole entry, looked up): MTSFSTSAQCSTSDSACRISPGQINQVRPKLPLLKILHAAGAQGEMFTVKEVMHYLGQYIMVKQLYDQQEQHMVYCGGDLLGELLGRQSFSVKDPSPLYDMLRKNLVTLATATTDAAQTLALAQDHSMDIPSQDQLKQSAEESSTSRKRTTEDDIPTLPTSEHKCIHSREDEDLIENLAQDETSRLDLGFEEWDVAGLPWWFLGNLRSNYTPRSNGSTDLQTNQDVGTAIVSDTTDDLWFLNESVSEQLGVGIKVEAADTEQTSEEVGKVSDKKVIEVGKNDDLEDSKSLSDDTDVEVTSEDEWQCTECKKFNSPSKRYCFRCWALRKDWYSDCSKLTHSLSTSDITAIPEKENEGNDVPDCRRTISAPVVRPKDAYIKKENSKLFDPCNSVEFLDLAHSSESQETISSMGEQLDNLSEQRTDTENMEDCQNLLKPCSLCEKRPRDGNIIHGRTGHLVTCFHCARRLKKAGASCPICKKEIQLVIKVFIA
# Target sequence (Q00987 whole entry, looked up): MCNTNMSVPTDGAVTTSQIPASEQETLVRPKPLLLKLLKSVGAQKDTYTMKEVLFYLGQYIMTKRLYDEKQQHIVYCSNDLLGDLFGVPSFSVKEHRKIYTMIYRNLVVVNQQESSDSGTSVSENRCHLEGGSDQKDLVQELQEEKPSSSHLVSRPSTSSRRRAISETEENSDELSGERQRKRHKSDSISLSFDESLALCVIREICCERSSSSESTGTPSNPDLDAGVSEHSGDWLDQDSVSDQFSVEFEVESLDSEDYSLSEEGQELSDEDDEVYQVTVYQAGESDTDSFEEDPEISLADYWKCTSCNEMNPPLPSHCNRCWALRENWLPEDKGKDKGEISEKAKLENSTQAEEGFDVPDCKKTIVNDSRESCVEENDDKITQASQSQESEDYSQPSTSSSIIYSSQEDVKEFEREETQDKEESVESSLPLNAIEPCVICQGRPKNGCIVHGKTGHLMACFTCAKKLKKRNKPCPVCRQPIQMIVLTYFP
# XBP1 UPR activ = adaptive UPR (XBP1) activation | CHO-XBP1 luciferase reporter, IRE1-XBP1 UPR activation, luminescence; percent of tunicamycin response, DMSO as zero | activation, % at 20 µM | 330,000 tested, 0.33% active | AID 463104;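 active = versus positive control, 20 µM dose yields 30% or more activation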;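 also: 100% = tunicamycin at 10 µg/mL and 0% = DMSO only wells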
#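 Material: IRE1-XBP1 luciferase reporter CHO line / Quantity: one thousand reporter cells per well / Buffer or medium: F12 with 10% serum / Compound: 20 µM single concentration, DMSO 1% / Times: 6 h treatment, 37 °C / Detection: Steady-Glo luciferase glow luminescence, 10 min after reagent addition / Benchmarks: tunicamycin high, DMSO low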
# TIM10 inh = inhibits growth of TIM10 yeast strain | S. cerevisiae TIM10 strain growth, BacTiter-Glo luminescence, 24 h | inhibition, % at 10 µM | 330,000 tested, 1.4% active | AID 463195;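 active = inhibition of 40% or more at the single tested concentration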;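 also: wild-type TIM10 isogenic control strain grown at permissive 25 °C; 0% = DMSO yeast wells and 100% = minimal medium wells without yeast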
# Jurkat NFkB inh = lowers PMA/ionomycin-induced NF-kB signal in Jurkat cells | PMA/ionomycin-induced NF-kB luciferase reporter, luminescence | inhibition, % at 4 µM | 330,000 tested, 0.53% active | AID 435003; in the data active = inhibition above about 50%
# tim23-1 inh = growth inhibitors of tim23-1 mutant yeast. S. cerevisiae tim23-1 growth, BacTiter-Glo luminescence, 24 h. inhibition, % at 20 µM. 330,000 tested, 1.3% active. AID 463212;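 active = growth inhibition of the mutant yeast at or above 50%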;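 also: temperature-sensitive mutant grown at 25 °C; plate controls were DMSO-treated mutant yeast for no effect and medium wells lacking yeast for full effect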
# tim10-1 inh = inhibits growth of tim10-1 mutant yeast | S. cerevisiae tim10-1 ts strain growth, BacTiter-Glo, 24 h | 330,000 tested, 2.2% active | inhibition, % at 20 µM | AID 463190;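 active = inhibition of at least 40%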;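 also: mutant grown at 25 °C; 0% = DMSO wells with yeast and 100% = wells holding no yeast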
# UPR CHOP act = activators of apoptotic arm of unfolded protein response (CHOP); CHO-CHOP luciferase reporter, UPR activation, luminescence; percent of tunicamycin response over DMSO baseline; activation, % at 10 µM; 330,000 tested, 0.34% active;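 active = at 10 µM dose, activation of 40% or more, normalized to positive control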;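 also: 100% = tunicamycin at 10 µg/mL and 0% = DMSO alone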
#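 Test system: CHO-CHOP cells, stable luciferase reporter of PERK-eIF2a-CHOP signalling | Quantity: 500 CHO-CHOP cells per well | Buffer or medium: F12 plus 10% serum | Compound dosing: 10 µM single point, 0.5% DMSO | Schedule: 6 h compound treatment, 37 °C | Signal: Luciferase luminescence | Control set: Tunicamycin high control, DMSO low control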
# 697 NFkB inh = inhibitors of the PMA/ionomycin-induced NF-kB reporter in 697 B cells | 697 B-cell NF-kB luciferase reporter, 16 h | inhibition, % at 4 µM | 330,000 tested, 0.33% active; in the data active = inhibition above about 35%
# * marks the source's active call; other numbers are inactive results. An unsorted share of the library; overall some 6.6% were active at least once.
SMILES,Mdm2-MdmX inh,XBP1 UPR activ,TIM10 inh,Jurkat NFkB inh,tim23-1 inh,tim10-1 inh,UPR CHOP act,697 NFkB inh
COc1ccc(N(CC(=O)Nc2ccc(C)cn2)S(=O)(=O)c2c(C)nn(C)c2C)cc1,15,-2,-1,11,9,-3,0.0,16
Cc1csc2ncc(C(=O)Nc3ccccc3F)c(=O)n12,-45,4,1,-32,15,10,5.8,-40
CC1CCCCN1C(=O)CSc1nnc(-c2ccccc2O)o1 (stereo unspecified),-6,-4,20,-53,8,11,6.4,-103
CSCCC(NC(=O)c1cccc(S(=O)(=O)N2CCOCC2)c1)c1nc2ccccc2[nH]1 (stereo unspecified),12,2,3,-4,16,10,0.7,20
COc1ccc(NC(=O)CN(C)S(=O)(=O)c2ccccc2)cc1,11,-2,4,10,12,5,1.1,7
COc1cc(C(=O)Oc2cccc(C)c2)cc(OC)c1OC,3,2,9,-6,32,34,1.4,10
C[C@H]1O[C@H]1P(=O)(O)O,-6,-9,6,-2,-8,-2,-0.2,18
CC(=O)Nc1ccc2c(c1)c1ccccc1n2C(C)=O,-8,1,10,0,16,34,0.8,-21
O=c1[nH]c(-c2ccccc2)cnc1-c1ccccc1,-38,-9,11,-27,14,-3,-7.0,-108
O=C(NC(=O)c1cc(OCC(F)(F)F)ccc1OCC(F)(F)F)Nc1ccccc1,6,0,3,-9,16,-8,2.4,3
O=C(CCC(=O)Nc1ccccc1Cl)NNC(=S)Nc1ccccc1C(F)(F)F,-11,-6,-2,20,-2,-6,2.7,9
CCCc1cc(C(=O)N2CCN(c3ccc(C(F)(F)F)cn3)CC2)sc1C,-5,-4,33,-2,22,18,-1.9,11
COc1cc(C(=O)Nc2ccc(-c3nc4cc(C)ccc4o3)c(O)c2)cc(OC)c1OC,74*,10,10,13,34,36,13,-55
COc1ccc(OCC(=O)NC2CCCc3ccccc32)cc1 (stereo unspecified),12,1,-25,3,8,11,-1.7,-12
CC1CCc2nn(CC(=O)NCCCN3CCOCC3)cc2C1 (stereo unspecified),-52,-3,-4,-14,15,2,-0.1,4
Cc1ccc(OCC(=O)Nc2ccc(O)c(C(=O)O)c2)cc1C,17,0,4,7,0,-3,1.6,9
CCOC(=O)C(C)(C)N(Cc1ccc(C)cc1)S(=O)(=O)c1ccc(Cl)c([N+](=O)[O-])c1,96*,-2,9,-5,24,10,2.3,25
O=C(Cn1[nH]c(=O)c2ccccc2c1=O)NC1CCCCCC1,-1,1,-4,-17,1,-8,-0.3,-10
Cc1ccccc1-c1nc(P(=O)(c2ccccc2)c2ccccc2)c(N2CCOCC2)o1,19,-1,25,-4,22,15,0.7,-14
Cc1ccc(-n2nnnc2SCC(=O)c2c(N)n(C3CC3)c(=O)[nH]c2=O)cc1,25,5,-30,14,-3,-20,3.0,3
COc1cc(C(=O)N[C@@H](C)C(=O)NCc2ccco2)cc(OC)c1OC,-22,-2,-14,-27,25,4,-0.8,5
CCOC(=O)N1CCN(C(=O)c2cccc(N3C(=O)NC4CC3(C)Oc3ccc(Cl)cc34)c2)CC1 (stereo unspecified),24,-8,20,6,5,45*,-1.5,-19
O=C(c1ccc(COc2ccccc2Cl)o1)N1CCOCC1,25,-3,-14,5,-12,-44,-0.2,-4
CC(C)NC(=O)c1cc2c(=O)n3ccccc3nc2s1,-20,2,8,1,12,1,0.1,13
CNC(=S)NCCc1ccc(OC)c(OC)c1,-3,0,6,10,1,1,1.9,13
C/C=C(\C)c1nnc(NC(=O)c2ccco2)s1,-44,0,30,-17,11,16,2.1,-57
COCCN(CC1CCCN(C2Cc3ccccc3C2)C1)C(=O)c1cccc(C)c1 (stereo unspecified),25,-3,0,12,7,12,1.7,-1
C[C@H](NS(=O)(=O)c1ccc2c(c1)OCCCO2)C(=O)N1CCN(Cc2ccccc2)CC1,11,-1,8,16,-8,-9,1.3,18
O=C(Nc1ccc(C(=O)N2CCCC2)cc1)c1cccc(C(F)(F)F)c1,-4,-2,1,0,9,0,2.3,9
CSc1nc2sc3c(c2c(=S)[nH]1)CC(C)(C)OC3,20,-3,43*,-29,40,37,0.2,-7
O=C(NCc1ccccc1)[C@]1(C(F)(F)F)C[C@H](CCc2ccccc2)CCCO1,13,-1,-7,-11,9,3,-1.1,13
O=[N+]([O-])c1ccccc1N/N=C/c1c[nH]c2ccccc12,-172,6,33,-102,33,69*,3.4,-148
CCOC(=O)C(=NCCCN1CCOCC1)NNc1cccc(C(F)(F)F)c1,2,-1,29,-1,-3,-36,-0.6,22
Cc1ccc(/C=N/NC(=O)c2ccc(Cn3cc([N+](=O)[O-])cn3)o2)cc1,-9,1,15,2,13,0,2.1,22
CCCn1c(=N)n(CC(=O)c2ccc([N+](=O)[O-])cc2)c2ccccc21,18,0,-13,-12,5,25,-1.9,12
O=C(COc1ncnc2ccccc12)NCc1ccc2c(c1)OCO2,7,4,-9,-5,8,-2,-2.4,21
CCOCCCNC(=S)Nc1ccc(Br)cc1Cl,3,-1,15,-3,14,25,1.6,-22
CCCOc1cccc(NC(=O)OC2CCN(C)CC2)c1,15,0,-10,5,5,12,4.4,-32
COC(=O)c1ccccc1NC(=O)NCc1ccccc1,-1,1,2,-4,-7,5,-0.8,-9
Cc1ccccc1OCC(=O)Nc1ccccc1N1CCC(C)CC1,14,-1,-20,-4,8,-7,2.5,-1
CN(C)S(=O)(=O)N1CCc2ccccc21,24,0,1,5,8,16,1.1,6
CCOC(=O)N/N=C\C=C\c1ccc2c(c1)OCO2,-43,1,20,-6,22,20,2.6,-10
O=C(O)CCC(=O)NNC(=O)CCC(=O)Nc1ccccc1,-14,0,-14,-13,-18,-28,1.5,2
CCO[C@@H]1OC(C(=O)NCc2ccccc2)=C[C@H](c2ccc3c(c2)OCO3)[C@H]1CCCO,-23,-3,-5,-2,-3,2,-0.1,0
O=C(C1CCN(S(=O)(=O)N2CCC3(CC2)OCCO3)CC1)N1CCCCC1,1,-1,5,36,5,11,1.4,-46
C=CCSc1nc(N)c2c3c(sc2n1)CN(C)CC3,5,1,-9,-32,3,3,5.5,-19
COc1cc(/C=N/Nc2nn3cnnc3c3ccccc23)cc(OC)c1OC,-2,0,-11,-10,-11,1,1.0,-29
FC(F)(F)COc1ccc(-c2nnc(SCc3ccccc3)o2)cn1,-4,-2,-3,5,-1,-2,0.5,-5
CC(=O)N1N=C(c2ccc(C)cc2)OC1c1ccc(C(C)C)cc1 (stereo unspecified),-125,0,27,-119,28,36,4.5,-114
CCCCCCNC(=O)N[C@H](C(=O)NCCC[C@H]1CN2C(=NC[C@H]2C)N1CCC(c1ccccc1)c1ccccc1)C(C)O (stereo partly specified),12,-2,7,-7,-5,8,1.1,-11
COc1ccc(C2=Nn3c(nnc3-c3ccccc3OC)SC2)cc1OC1CCCC1,88*,29,-21,57*,41,-2,5.1,14
O=C(c1noc2c1CCCC2)N1CCCC(N2CCN(c3ccccc3F)CC2)C1 (stereo unspecified),7,-7,7,-6,25,15,-0.3,-44
COC(=O)[C@@]1(Cc2ccc(OC)cc2)[C@H]2c3cc(C(=O)N4CCCC4)n(CCO)c3C[C@H]2CN1C(=O)c1ccccc1,14,-1,4,3,19,-3,0.0,5
COc1ccc(CN2CCNC(=O)C2CC(=O)NCCCn2cccn2)c(OC)c1 (stereo unspecified),9,4,5,1,2,8,-1.9,-2
Cc1cc(C)c2sc(N)nc2c1,-39,2,5,-14,-1,7,-0.5,11
CCOc1cc(/C=C\[N+](=O)[O-])ccc1OCC(=O)Nc1ccccc1C,96*,-6,56*,4,58*,13,-11,5
CS(=O)(=O)N(CC(=O)NCc1ccc2c(c1)OCO2)Cc1ccc(Cl)cc1,21,-1,1,-5,8,5,0.5,-4
Cc1ccc(C)c(S(=O)(=O)N2CCN(C(=O)Cc3ccc(S(=O)(=O)N4CCOCC4)s3)CC2)c1,-23,-4,10,-1,10,9,1.1,0
O=C(Nc1ccccc1Cl)N1CCN(c2ccc3nncn3n2)CC1,7,1,-3,-12,0,9,-0.2,-15
CC(C)(C)c1ccc(COn2c(=O)c(-c3ccco3)[n+]([O-])c3ccccc32)cc1,5,0,26,-9,49,50*,0.1,-59
# Other compounds:
SMILES,Mdm2-MdmX inh,XBP1 UPR activ,TIM10 inh,Jurkat NFkB inh,tim23-1 inh,tim10-1 inh,UPR CHOP act,697 NFkB inh
CC(=O)Oc1ccccc1N(C(C)=O)S(=O)(=O)c1ccc(C)cc1,31,-3,4,9,3,27,-0.7,12
CN(C)S(=O)(=O)c1ccc(C(=O)Nc2cccc(C(=O)O)c2)cc1,-1,-1,-4,-4,9,9,0.6,23
COC(=O)C1=C(CS(=O)(=O)c2ccc(OC)c(OC)c2)NC(=O)NC1c1ccc(O)c(OC)c1 (stereo unspecified),23,-7,-11,-6,-7,-8,4.8,5
COCCNC(=O)c1cn(C)c2ccccc2c1=O,4,-3,-33,-1,2,7,1.1,17
COc1ccc(NC(=O)NN2CCOCC2)cc1OC,-16,4,1,-9,19,-12,-1.9,-7
COc1ccccc1/C=C/C(=O)OCC(=O)c1c(N)n(C)c(=O)n(C)c1=O,-18,-1,-8,-4,95*,8,1.4,-7
CCOc1ccc(NC(=O)CSc2nnc(Cc3cccn3C)n2-c2ccc(OC)cc2)cc1,10,-5,14,-8,15,28,-0.6,2
Cc1cc(C)c(S(=O)(=O)Nc2cccc(S(=O)(=O)N3CCOCC3)c2)c(C)c1,15,-5,18,21,22,18,-1.1,3
COc1cccc(C(=O)Nc2cccc(OC(C)=O)c2)c1,-2,0,-7,-65,10,2,1.1,-13
C=C(C)C1CC=C(C)/C(=N/NC(=O)CCC(=O)Nc2ccccc2Cl)C1 (stereo unspecified),17,2,-4,-8,13,8,-0.6,11
CCc1ccc2[nH]c3nc(SCC(=O)NCC4CCCO4)nnc3c2c1 (stereo unspecified),9,-2,-2,-8,7,3,-1.3,-15
CSc1ccc(C2C(C(=O)c3ccco3)=C(O)C(=O)N2c2nnc(SC)s2)cc1 (stereo unspecified),-84,-3,6,-17,23,19,1.0,-116
C=CC[C@H](CC(=O)NCCO)C(=O)N[C@@H](COC(=O)[C@@H](CC=C)Cc1ccc(F)cc1)Cc1c[nH]c2ccccc12,5,-1,1,-5,16,12,2.4,-10
O=C(C1CCCN(C2CC(=O)N(c3ccc(F)cc3)C2=O)C1)N1CCCC1 (stereo unspecified),33,-8,10,15,16,14,0.8,19
Cc1cc(NC(=O)CSc2nc3c(c(=O)n(C)c(=O)n3C)n2C(C)C)no1,-1,6,19,9,19,16,-1.1,-4
O=C(N/N=C/c1cn(-c2ccccc2)nc1-c1cccnc1)c1ccccc1,-11,4,7,-23,2,2,3.6,11
COC(=O)c1ccc(N2CCN(C(C)=O)CC2)c(NC(=O)c2cccnc2)c1,-4,-2,7,-7,1,8,-0.1,10
CCN(CC)CCCNc1ncnc2ccccc12,14,-4,-2,10,-9,5,0.3,15

# Record cards (already shown):
# Profile of COc1ccc(NC(=O)CN(C)S(=O)(=O)c2ccccc2)cc1 : Mdm2-MdmX inh: 11; XBP1 UPR activ: -2; TIM10 inh: 4; Jurkat NFkB inh: 10; tim23-1 inh: 12; tim10-1 inh: 5; UPR CHOP act: 1.1; 697 NFkB inh: 7
# Profile of COc1ccc(N(CC(=O)Nc2ccc(C)cn2)S(=O)(=O)c2c(C)nn(C)c2C)cc1 : Mdm2-MdmX inh: 15; XBP1 UPR activ: -2; TIM10 inh: -1; Jurkat NFkB inh: 11; tim23-1 inh: 9; tim10-1 inh: -3; UPR CHOP act: 0.0; 697 NFkB inh: 16
# Profile of CCOC(=O)N/N=C\C=C\c1ccc2c(c1)OCO2 : Mdm2-MdmX inh: -43; XBP1 UPR activ: 1; TIM10 inh: 20; Jurkat NFkB inh: -6; tim23-1 inh: 22; tim10-1 inh: 20; UPR CHOP act: 2.6; 697 NFkB inh: -10
